Screening results as filed in PubChem.
PGE2 EP2 inh: blocks the human prostaglandin E2 receptor EP2; C6 glioma cells expressing human EP2, cAMP TR-FRET; cells stimulated with saturating PGE2; inhibition, % at 25 µM; P43116; 0.52% of 260,000 active; AID 1422;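 active = percent inhibition above 40 after rounding to a whole number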;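 also: rat C6 glioma host cells with rolipram phosphodiesterase inhibitor present; the protocol text gives 20 µM as final concentration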
Target sequence (P43116 whole entry, looked up): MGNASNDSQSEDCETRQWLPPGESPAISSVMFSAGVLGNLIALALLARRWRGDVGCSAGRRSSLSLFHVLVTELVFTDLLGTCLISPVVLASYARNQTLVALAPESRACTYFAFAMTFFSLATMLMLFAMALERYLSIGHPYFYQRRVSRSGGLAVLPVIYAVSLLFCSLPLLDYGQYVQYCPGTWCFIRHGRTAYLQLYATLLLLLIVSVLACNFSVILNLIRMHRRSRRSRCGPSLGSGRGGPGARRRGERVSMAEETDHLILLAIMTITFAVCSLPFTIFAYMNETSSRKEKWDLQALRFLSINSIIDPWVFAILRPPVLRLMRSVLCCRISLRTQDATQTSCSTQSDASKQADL
Tb hexokinase: T. brucei hexokinase 1 inhibition; recombinant TbHK1, G6PDH-coupled NADH A340; inhibition, % at 10 µM; 0.11% of 220,000 active; AID 1430;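 active = inhibition of 50% or more in the single-dose primary screen; inactive = inhibition below 50%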
CHOP inhibitor: inhibitors of CHOP induction in ER stress response; CHO-K1 CHOP-promoter luciferase, tunicamycin-induced, 15-18 h; inhibition, % at 10 µM; 3.8% of 220,000 active;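 active = compounds that reduced the stress-induced luciferase reporter signal by more than about 70% of percent inhibition, limit read from the data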;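 also: 0% = tunicamycin plus vehicle and 100% = wells without tunicamycin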
PPC-1+TRAIL kill: kills PPC-1 cancer cells in the presence of TRAIL; PPC-1 cells + TRAIL, ATPLite viability luminescence; cell killing (% activity), % at 4 µM; 0.41% of 220,000 active;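 active = cell killing above 50% in the first pass at 4 µM, then a duplicate retest at 5 µM averaging 50% or more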;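 also: plate controls were cells with TRAIL plus DMSO for no effect and medium-only wells lacking cells for full effect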
Wee1 stabilizer: human Wee1 degradation inhibition, primary screen. AID 1321. 1.2% of 220,000 active. reporter increase, % at 5 µM. HeLa Luc-Wee1K328M stability, luciferase luminescence; 100% = proteasome inhibitor MG132 effect. P30291;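 active = activation above the mean of all tested compounds plus 3 SD, set per screening run, cut at about 8.8% in these data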;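 also: cells exposed to compound for 20 h before luminescence read; 0% = DMSO alone and 100% = MG132 at 30 µM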
FXIa inh 1536: factor XIa (human) inhibition; P03951; purified FXIa, Boc-Glu-Ala-Arg-AMC fluorogenic substrate; inhibition, % at 5 µM; 0.14% of 220,000 active; AID 798;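 active = inhibition of at least 40%; inactive = inhibition below 40%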;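 also: fluorescence of freed AMC excited at 355 nm; 0% = enzyme without compound and 100% = no enzyme blank; many of its hits are not listed in these tables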
FXIIa inh: inhibitors of human coagulation factor XIIa | P00748 | purified FXIIa, Boc-QGR-AMC fluorogenic substrate, 2 h | inhibition, % at 5 µM | 0.3% of 220,000 active | AID 800; in the data active = inhibition above about 40%;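 also: 0% = enzyme with no compound and 100% = blank without enzyme; many of its hits are not listed in these tables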
Target sequence (P00748 20-372 limits assumed): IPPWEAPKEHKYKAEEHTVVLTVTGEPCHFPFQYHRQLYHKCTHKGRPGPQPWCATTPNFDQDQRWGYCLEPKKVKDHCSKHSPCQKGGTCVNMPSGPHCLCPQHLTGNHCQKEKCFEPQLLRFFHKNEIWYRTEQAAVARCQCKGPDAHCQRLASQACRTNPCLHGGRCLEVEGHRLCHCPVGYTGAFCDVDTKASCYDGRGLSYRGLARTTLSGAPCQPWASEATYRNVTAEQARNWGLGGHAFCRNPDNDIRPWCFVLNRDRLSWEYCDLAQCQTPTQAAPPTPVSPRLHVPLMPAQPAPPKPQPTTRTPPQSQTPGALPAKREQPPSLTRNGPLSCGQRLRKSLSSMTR
Target sequence (P00748 373-615 limits assumed): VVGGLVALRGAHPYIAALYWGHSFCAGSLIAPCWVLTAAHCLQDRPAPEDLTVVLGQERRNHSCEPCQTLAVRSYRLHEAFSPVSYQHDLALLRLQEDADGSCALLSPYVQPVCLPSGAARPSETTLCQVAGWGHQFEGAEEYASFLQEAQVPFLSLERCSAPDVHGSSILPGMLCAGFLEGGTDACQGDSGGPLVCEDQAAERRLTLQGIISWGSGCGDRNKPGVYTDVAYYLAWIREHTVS
TNF death inh: inhibitors of TNF-alpha induced necroptosis in Jurkat FADD-/- cells | Jurkat FADD-/- TNF necroptosis rescue, ATP luminescence, 24 h; 0 = TNF only, 100 = no-TNF cells | activation (protection from cell death), % at 10 µM | 0.068% of 220,000 active;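 active = activation, meaning protection from cell death, of at least 50% relative to plate controls; inactive = activation below 50%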;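 also: necroptosis triggered by 40 ng/mL TNF-alpha added together with compound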
L929 necroptosis: L929 zVAD cell death inhibition; L929 zVAD necroptosis rescue, ATP luminescence, 24 h; with zVAD 60 µM; viability rescue, % at 10 µM; 0.38% of 220,000 active;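 active = activation, scaled between plate controls, above about 75%, limit read from the data; inactive = activation under that limit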;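 also: 0% = zVAD with DMSO and 100% = DMSO alone without zVAD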
Starred values were filed as active, the others as inactive; . = not tested or not shown; & = joins results of further samples.

smiles	PGE2 EP2 inh	Tb hexokinase	CHOP inhibitor	PPC-1+TRAIL kill	Wee1 stabilizer	FXIa inh 1536	FXIIa inh	TNF death inh	L929 necroptosis
O=C(Nc1cccc2cccnc12)c1ccc(Br)o1	6.9	-8.6	77.4*	18.4	2.5	0.2	3.3	-5.2	76.4*
O=C1CCCC(=O)C1=C1SCCS1	8.3	-33.8	-2.5	2.7	0.9	6.1	4.6	0.4	0.6
N#Cc1ccc(C(=O)NC2CCCc3ccccc32)cc1 (stereo not given)	5.6	-0.5	21.3	1.1	-1.1	1.4	3.1	0.8	-0.3
O=C(CSc1nnc(Cc2ccccc2)n1Cc1ccco1)NC1CCCC1	0.8	2.5	-2.9	9.2	-0.9	4.8	17.4	-0.1	-0.2
Cc1ccc(CNCC2CCCO2)s1 (stereo not given)	18.7	-6.0	50.1	32.1	1.5	3.7	18.1	0.9	0.8
COc1ccc(C2NC(=O)NC(C)=C2C(=O)OCc2ccc3c(c2)OCO3)cc1OC (stereo not given)	3.1	4.7	17.9	8.6	2.7	19.4	29.3	-1.1	0.7
Cc1ccc(-c2noc(CCC(=O)NCCCN3CCN(c4cccc(Cl)c4)CC3)n2)cc1	16.0	-17.8	60.7	11.1	-1.8	0.2	13.5	-1.1	0.4
CC(=O)c1ccc(NC(=O)c2cc(CC(C)C)on2)cc1	9.9	-0.7	29.5	5.1	2.8	-0.1	10.1	-0.3	0.6
COc1cccc(NS(=O)(=O)c2cn(C)c(=O)n(C)c2=O)c1	9.0	-8.8	1.8	19.1	0.0	-3.5	2.4	3.5	0.3
CC1=NN(C(=O)Cn2nc([N+](=O)[O-])c(Br)c2C)C(O)(C(F)(F)F)C1 (stereo not given)	3.3	-2.9	9.7	7.3	2.0	0.6	10.6	0.9	0.8
CCOC(=O)NC(C(Cl)(Cl)Cl)S(=O)(=O)c1ccccc1 (stereo not given)	13.2	-4.4	8.0	13.0	6.3	-0.7	10.7	-2.9	-0.6
Oc1ccc(N=Cc2sc3ccccc3c2Cl)cc1	6.6	6.6	81.8*	18.3	2.1	11.1	21.9	-6.0	1.1
O=C(N/N=C/c1cc2c(cc1Br)OCO2)C1COc2ccccc2O1 (stereo not given)	7.5	-9.7	30.1	24.3	0.7	-10.7	1.4	-1.5	0.8
Cc1ccc(N2C(=O)/C(=C\c3ccc(C(C)C)cc3)N=C2SC2CCOC2=O)cc1 (stereo not given)	3.0	-3.1	11.7	-14.6	0.2	-8.7	-3.9	3.1	-0.4
CC(=O)N=c1sc(C(C)(C)C)c(C)n1C	11.1	2.0	-9.7	-5.9	-1.7	-0.4	6.0	-1.7	-0.5
OCCNc1c2ccccc2nc2c(F)c(F)c(F)c(F)c12	9.4	0.2	63.3	7.1	3.0	5.1	12.9	-15.2	66.9
Cc1cc(C)n(C(=O)c2cccc(S(=O)(=O)N3CCOCC3)c2)n1	7.3	2.8	14.1	-2.1	-3.4	8.4	29.1	-0.8	0.3
O=C(O)COC(=O)C1C(c2ccccc2)C(C(=O)O)C1c1ccccc1 (stereo not given)	9.2	-2.6	-10.4	31.2	-0.1	21.1	8.2	0.0	5.4
CN(C1CCCCC1)S(=O)(=O)c1ccc(S(=O)(=O)N(CC(=O)Nc2ccccc2)C2CC2)cc1	7.1	-4.4	13.8	8.2	3.4	-0.8	12.2	1.5	0.3
Cc1noc(NS(=O)(=O)c2ccc(NC(=O)CSc3nc4c(cc3C#N)CCC4)cc2)c1C	19.1	6.5	41.9	15.2	-0.4	-6.3	6.4	2.4	3.2

3 compounds from above with just CHOP inhibitor.
Structure	CHOP inhibitor
O=C(Nc1cccc2cccnc12)c1ccc(Br)o1	77.4*
O=C1CCCC(=O)C1=C1SCCS1	-2.5
N#Cc1ccc(C(=O)NC2CCCc3ccccc32)cc1 (stereo not given)	21.3

(list continues)
smiles	PGE2 EP2 inh	Tb hexokinase	CHOP inhibitor	PPC-1+TRAIL kill	Wee1 stabilizer	FXIa inh 1536	FXIIa inh	TNF death inh	L929 necroptosis
O=C(Nc1ccccn1)C1COc2ccccc2O1 (stereo not given)	6.3	3.7	-6.9	21.7	-0.1	7.2	12.2	30.0	1.2
O=S(=O)(c1ccc2c(c1)OCCCO2)N1CCNCC1	14.4	-0.7	6.5	10.2	0.5	-0.1	14.7	-0.2	-0.5
COc1cc2nc(=S)n3[nH]c(CCn4nc(C)cc4C)nc3c2cc1OC	12.1	-23.8	-132.7	9.2	-0.9	10.1	17.9	-9.4	-0.8
CC(C)(C)c1cn(-c2ccc(F)cc2)c(=S)[nH]1	7.5	14.0	41.9	20.4	-0.8	1.7	-0.6	-0.1	1.0
COC(=O)C1(S(=O)(=O)c2ccc(C)cc2)CCOCC1	7.8	62.2*	18.1	-26.4	8.2	4.3	6.4	-0.9	0.0
O=S(=O)(c1cccc(-c2nnco2)c1)N1CCOCC1	5.2	-5.6	8.8	-2.9	4.9	-0.8	8.6	-0.2	2.4
CN(Cc1cnn(C)c1)C(=O)CC1C(=O)NCCN1Cc1cccc(Oc2ccccc2)c1 (stereo not given)	6.5	-5.6	8.4	-1.6	-0.1	0.0	6.7	0.4	0.9
COC(=O)C(Cc1ccc(OC(=O)c2ccc(C)cc2)cc1)N1Cc2ccccc2C1=O (stereo not given)	15.5	3.3	56.8	14.6	4.3	-2.0	31.9	-6.8	-0.4
COc1ccc(NC(=S)NCCSc2ccc(C)cc2)c(OC)c1	15.3	-0.6	.	.	-3.8	.	.	-7.9	-0.1
N#CC1=C(N)Oc2n[nH]c(-c3cccs3)c2C1c1ccccc1C(=O)O (stereo not given)	8.6	-5.4	24.4	-17.2	-3.0	-4.4	7.9	-1.8	1.0
[O-]c1n[n+](-c2ccc(Cl)cc2)cc2ccccc12	8.1	-13.3	-2.5	-1.4	-1.2	-0.9	5.4	-1.1	-0.9
Cc1cc2ncn(/N=C/c3ccc(-c4ccccc4)o3)c2cc1C	3.8	-3.4	77.4*	4.7	-3.7	-8.6	-3.1	1.7	0.8
COC(=O)[C@H](Cc1ccccc1)NC(=O)NCc1ccccc1OC	8.2	-1.7	6.8	0.3	-2.6	-0.5	9.2	-3.7	0.4
Cc1cc(-c2ccc(/C=N/n3cnnc3)o2)c([N+](=O)[O-])cc1C	11.1	-28.0	10.9	9.6	0.5	1.2	16.4	-2.8	0.9
O=C1c2ccccc2C(=O)N1CCCCSc1nnc2c(Cl)cc(Cl)cn12	5.5	-0.3	54.1	5.3	-0.7	-4.3	4.8	-0.3	0.2
Cc1cccc(Cn2nc(C)cc2NC(=O)Cn2cc([N+](=O)[O-])cn2)c1	8.7	10.7	16.4	21.4	1.9	-3.3	-1.8	0.2	1.8
CCSc1nnc(-c2ccc(Cl)cc2)c2ccccc12	3.2	-3.6	48.4	16.5	-2.5	-4.6	9.1	26.2	-0.1
Cc1nc2sccn2c1-c1csc(NCc2ccccc2)n1	3.0	2.0	.	5.8	3.5	2.1	10.2	-9.8	1.1
CC1(C)C(=O)C2(CCCCC2)C(=O)OC1c1cccn1-c1ccc([N+](=O)[O-])cc1 (stereo not given)	5.7	4.8	5.2	-11.6	-2.3	7.0	3.4	2.1	-0.3
COc1ccc(/C=N/NC(=O)CN(C2=NS(=O)(=O)c3ccccc32)c2ccccc2)cc1OC	9.3	-4.5	15.1	-4.1	0.9	19.6	24.6	2.2	0.8

More compounds
smiles	PGE2 EP2 inh	Tb hexokinase	CHOP inhibitor	PPC-1+TRAIL kill	Wee1 stabilizer	FXIa inh 1536	FXIIa inh	TNF death inh	L929 necroptosis
CCCCNC(=O)CSc1nc2cc3c(cc2c(=O)n1CCCC(=O)NCCc1ccc(OC)c(OC)c1)OCO3	1.4	-12.6	32.1	.	0.3	-6.8	-6.0	0.4	0.1
COc1ccc(S(=O)(=O)NNC(=O)c2ccccc2-n2cccc2)cc1	9.0	-1.7	-8.9	-9.6	-0.3	7.5	6.6	-0.2	2.0
O=C(COc1ccc(S(=O)(=O)NC2CCCC2)cc1)NCC1CCCO1 (stereo not given)	13.5&15.8	-3.1	0.5	2.3	3.0	-2.3	7.0	-0.8	3.5
Cc1ccccc1NC(=O)c1cccc(C(F)(F)F)c1	5.0	2.3	-17.6	29.8	0.4	6.7	3.8	3.1	-0.2
COc1ccc(C(=O)N/N=C(\C)CC(=O)Nc2ccc(Cl)cn2)cc1	3.0	-8.6	4.2	15.0	0.1	4.0	-2.4	6.7	0.7
CCSC1=N/C(=C\c2cccnc2)C(=O)N1c1ccccc1	1.7	-18.3	23.9	20.3	-2.5	-6.3	-4.5	-0.5	0.5
COc1ccc(OCC(=O)OCC(=O)NCc2ccc(F)cc2)cc1	9.2	0.7	-2.4	-1.0	2.4	17.1	11.5	0.3	3.7
CCOc1ccc(NS(=O)(=O)c2cc(Cl)ccc2OC)cc1	13.0	-4.5	27.9	24.5	1.0	2.2	6.7	0.5	-0.2
COc1cc(N2CCCC2)c(OC)cc1/C=C1/NC(=S)NC1=O	5.7	-1.0	11.5	26.9	1.9	21.1	28.4	0.6	3.0
CCOC(=O)c1ccc(NC(=O)NCCc2ccccc2OC)cc1	4.1	1.0	17.8	.	-2.0	-4.9	1.7	2.5	6.2
COc1ccc(Cc2nc3ccc(S(=O)(=O)N4CCOCC4)cc3[nH]2)cc1OC	7.5	-4.7	-8.3	11.1	-1.5	-0.7	18.5	-0.6	0.1
O=C(Nc1nc(-c2ccccc2)cs1)C1CCCO1 (stereo not given)	3.4	1.4	-3.0	3.1	0.6	-12.0	-27.0	0.6	0.1
O=C(CCS(=O)(=O)Cc1ccccc1)N1CCc2ccccc2C1	2.6	-8.3	-11.4	17.0	1.6	18.0	29.9	4.0	0.4
CCCC(=O)Nc1cc(C(=O)O)ccc1S(=O)(=O)c1ccc(Cl)cc1	13.4	10.9	26.0	-17.2	-2.6	8.3	13.0	1.0	.

The list is partial; count on the stated rates, not on these rows.
